PG9 binder: PG9 antibody binding by small molecule; inhibition, % at 6.7 µM; TR-FRET gp120-PG9 antibody binding; 360,000 tested, 0.43% active; AID 624416; in the data active = inhibition above about 8.5%
DAX1 inh-1: inhibits human nuclear receptor DAX1 | HEK293 Gal4-DAX1 luciferase reporter, luminescence | inhibition, % at 6.75 µM | 340,000 tested, 0.99% active | AID 504766;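 active = inhibition above the mean over all tested compounds plus 3 SD, cut at about 4.2% in these data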;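 note: 0% = DAX1-transfected cells with DMSO and 100% = empty-vector control cells with DMSO; inhibition shows as a rise in luminescence from relieved DAX1 repression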
Target sequence (P51843 207-470 limits assumed): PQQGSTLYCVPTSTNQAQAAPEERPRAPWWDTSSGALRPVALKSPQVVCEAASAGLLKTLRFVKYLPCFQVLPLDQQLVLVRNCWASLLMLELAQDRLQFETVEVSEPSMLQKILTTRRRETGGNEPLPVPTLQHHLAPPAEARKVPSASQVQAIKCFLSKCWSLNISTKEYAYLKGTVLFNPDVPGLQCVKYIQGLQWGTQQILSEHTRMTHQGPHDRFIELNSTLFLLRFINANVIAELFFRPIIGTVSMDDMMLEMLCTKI
ssDAF-12 act: activators of S. stercoralis DAF-12 nuclear receptor; HEK293 ssDAF-12/GRIP1 lit1-tk-luc reporter, luminescence; % of 3 µM dafachronic acid response; activation, % at 6.8 µM; 370,000 tested, 1% active;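 active = activation above the mean over all tested compounds plus 3 SD, cut at about 0.9% in these data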;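 note: 0% = DMSO-only wells and 100% = 3 µM delta7-dafachronic acid wells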
DAX1 inh-2: inhibitors of DAX1 repression of SF-1 activated StAR promoter. HEK293T StAR-luciferase reporter, SF-1/DAX-1 repression relief. 370,000 tested, 1.1% active. AID 652010. inhibition, % at 6.8 µM;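 active = inhibition above the mean over all tested compounds plus 3 SD, cut at about 3.6% in these data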;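 note: 0% = DAX-1 cells with DMSO and 100% = cells lacking DAX-1 with DMSO; higher inhibition means more luminescence from relief of DAX-1 repression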
FXN GAA850 act: activators of GAA850 frataxin (FXN) promoter; HEK293 lucGAA850 FXN promoter luciferase reporter, 24 h; percent of 10 µM SAHA response; activation, % at 6 µM; 360,000 tested, 0.56% active; AID 540364;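 active = activation above the average of all compounds screened plus 3 SD, cutoff fixed separately per campaign, cut at about 7.5% in these data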;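 note: 0% = DMSO wells and 100% = 10 µM SAHA wells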
SMARCA2 activ: SMARCA2 function activation, primary screen | MG213 cells, MMTV-luciferase reporter, dexamethasone, overnight | activation, % at 9.1 µM | 370,000 tested, 1% active | AID 652017; in the data active = activation above about 7.8%;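 note: 0% = vehicle wells and 100% = reference activator wells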
hcDAF-12 act: activators of H. contortus DAF-12 nuclear receptor; HEK293 hcDAF-12 lit1-tk-luc reporter, luminescence; 0% DMSO, 100% Δ7-dafachronic acid; activation, % at 6.8 µM; 370,000 tested, 1.4% active; AID 652067;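 active = activation above the mean of all tested compounds plus 3 SD, cut at about 5.5% in these data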;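 note: 100% = response to 3 µM Δ7-dafachronic acid high control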
HGIII-sPLA2 inh: Inhibits HGIII-sPLA2 liposome hydrolysis, primary screen; Q9NZ20; inhibition, % at 12.2 µM; 370,000 tested, 0.56% active; QFRET BODIPY PC-A2 liposome hydrolysis, fluorescence;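 active = inhibition above mean plus 3 SD of compounds lying within the high and low control bounds, cut at about 19% in these data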;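 note: 0% = median of test compound wells and 100% = no enzyme DMSO wells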
Rev-erbA mod: Rev-erb alpha (human) modulation; P20393; Rev-erbα–FITC-DNA binding, fluorescence polarization, 90 min; activity, % at 10 µM; 370,000 tested, 0.79% active;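 active = activity above about 14%, limit read from the data; passing the limit was not always enough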;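 note: 0% = DMSO wells with 35 nM protein and 100% = DMSO wells with 750 nM protein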
Target sequence (P20393 whole entry, looked up): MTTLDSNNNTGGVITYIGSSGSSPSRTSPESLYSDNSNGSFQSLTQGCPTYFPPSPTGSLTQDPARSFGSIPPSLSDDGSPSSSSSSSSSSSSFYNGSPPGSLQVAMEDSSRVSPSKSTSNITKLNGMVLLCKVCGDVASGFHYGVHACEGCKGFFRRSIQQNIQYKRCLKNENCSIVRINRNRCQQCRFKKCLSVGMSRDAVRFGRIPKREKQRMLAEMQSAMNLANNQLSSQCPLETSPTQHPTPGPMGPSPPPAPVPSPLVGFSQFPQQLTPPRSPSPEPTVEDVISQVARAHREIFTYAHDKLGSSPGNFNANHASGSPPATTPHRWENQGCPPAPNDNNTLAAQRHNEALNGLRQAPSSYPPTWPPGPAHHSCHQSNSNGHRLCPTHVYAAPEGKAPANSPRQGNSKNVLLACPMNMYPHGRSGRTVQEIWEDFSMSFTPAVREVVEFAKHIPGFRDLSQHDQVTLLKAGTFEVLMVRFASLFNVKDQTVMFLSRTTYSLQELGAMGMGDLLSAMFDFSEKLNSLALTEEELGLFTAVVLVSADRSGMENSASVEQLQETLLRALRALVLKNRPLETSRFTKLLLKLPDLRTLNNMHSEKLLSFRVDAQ
PLCb3 inh: blocks human PLC-beta3 enzyme activity; 370,000 tested, 0.18% active; inhibition, % at 12.2 µM; Purified PLC-beta3, fluorogenic substrate, fluorescence; in the data active = inhibition above about 11%;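 note: 0% = median of compound wells on plate and 100% = full blocker control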
hgDAF-12 ag: hgDAF-12 agonism, primary luciferase screen; HEK293 GAL4-hgDAF12 UAS-luciferase reporter, agonist luminescence; normalized to butyrate control; activation, % at 6.8 µM; 370,000 tested, 1.8% active;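 active = activation above a cutoff set at the mean of all screened compounds plus 3 SD, cut at about 10% in these data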;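 note: 0% = DMSO wells and 100% = sodium butyrate wells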
* = called active by the depositor; / = no result given.

Every second line gives: PG9 binder	DAX1 inh-1	ssDAF-12 act	DAX1 inh-2	FXN GAA850 act	SMARCA2 activ	hcDAF-12 act	HGIII-sPLA2 inh	Rev-erbA mod	PLCb3 inh	hgDAF-12 ag
COc1ccc(Br)cc1-c1noc(-c2ccccc2F)n1
  -3.0	-0.8	-0.8	0.2	1.4	3	-0.2	0	11	5	-1.7
CCC(=O)N1CCN(c2ccc(NC(=O)COc3ccccc3[N+](=O)[O-])cc2)CC1
  2.5	-4.2	-1.4	-0.9	-3.8	-1	-2.2	5	-4	-2	-2.2
COC(=O)c1ccc(CNC(=O)COC(=O)c2cccs2)cc1
  -0.2	0.2	-0.8	0.6	1.1	-3	1.1	4	-1	0	2.3
CC1CCN(c2ccc(C(=O)O)cc2NS(=O)(=O)c2ccc(Cl)s2)CC1
  /	/	-1.1	-0.2	/	-5	-0.9	-8	1	-3	-2.9
O=S(=O)(c1ccc(OC(F)(F)F)cc1)N1CCCC(c2ccccc2)C1 (stereo not given)
  -2.7	0.3	-0.7	0.2	3.2	3	-2.1	3	3	-3	2.8
O=C1CC(/C=C/c2ccccc2)(C(=O)NC2CCCC2)N1c1ccc(S(=O)(=O)N2CCCC2)cc1 (stereo not given)
  -1.7	0.9	-0.4	0.4	0.3	-1	-0.6	8	-3	1	-2.6
O=C1c2ccccc2S(=O)(=O)N1Cc1cc(=O)n2ccsc2n1
  -1.2	0.5	-1.0	0.5	-0.6	5	-1.0	6	3	8	0.3
N#Cc1ccsc1NC(=O)COC(=O)CCS(=O)(=O)c1ccccc1
  -0.6	-0.4	-1.1	0.0	2.3	-3	0.2	11	-1	-9	1.9
CN(C)Cc1c(C(=O)N/N=C/c2ccco2)nnn1-c1nonc1N
  -0.1	-0.4	-0.6	0.0	0.6	2	-3.1	1	2	-4	-2.5
O=C(COC(=O)CCNS(=O)(=O)c1ccccc1)Nc1ccc(OC(F)F)cc1
  -1.1	0.2	-0.7	-0.3	-2.2	-1	0.1	-2	-4	-7	2.4
COc1ccc(/C=C/CN2CCC(CO)(Cc3ccccc3Cl)CC2)cc1
  0.1	-0.9	-0.4	0.7	0.5	3	0.2	-16	6	0	-0.3
OCC1(Cc2ccccc2)CCN(C2CCN(c3ccc(F)c(F)c3)CC2)CC1
  -0.6	-0.4	-0.4	-0.5	-1.5	-1	-1.4	-7	-3	-3	-3.8
Cc1cccc(C)c1OCCN1CCCC1
  0.0	1.3	-0.5	0.2	-0.1	4	-2.3	1	7	0	-0.9
CCCC(=O)NCCc1nc2ccccc2n1CC(=O)c1ccccc1
  -0.2	-0.2	-1.3	-0.5	-0.6	1	-1.3	-5	-1	1	-1.5
Cc1ccc2n(n1)c(=O)c(Cc1ccccc1)c([O-])[n+]2-c1ccccc1
  0.0	-0.9	-1.5	-0.1	4.2	-1	1.1	3	0	-53	-0.3
CCOc1ccc(N(CC(=O)Nc2ccc(C)c(C)c2)S(=O)(=O)c2c(C)[nH]c(=O)[nH]c2=O)cc1
  -1.1	0.7	0.1	0.0	1.3	1	-0.6	-23	-3	-8	0.0
CC(=O)N1CCOc2ccc(S(=O)(=O)N3CCC(C(=O)NCc4ccc(C)cc4)CC3)cc21
  1.3	0.3	-1.3	0.6	0.0	-1	-0.5	9	0	-9	2.3
CC(=O)N(CC(C)C(=O)O)c1c(I)cc(I)c(N)c1I (stereo not given)
  0.2	1.8	-1.4	2.1	5.5	3	-1.3	2	1	5	-0.5
O=C(O)CCC(=O)Nc1ccc(SSc2ccc(NC(=O)CCC(=O)O)cc2)cc1
  -2.5	0.1	-0.8	-0.4	0.5	-2	0.0	2	-3	-6	-0.9
O=C(Nc1cccc(S(=O)(=O)N2CCCCCC2)c1)C1CCN(C(=O)c2ccc(Cl)cc2)CC1
  -0.8	-2.3	-1.6	-5.5	-1.0	-4	-4.6	-41	4	3	-4.5
O=C(c1ccc2c(c1)OCCCO2)N1CCCCC1
  -0.5	2.5	-0.4	0.9	2.2	1	4.3	17	1	-4	5.5
CCCCc1ccc(S(=O)(=O)Nc2cc(C)on2)cc1
  -0.7	0.8	-0.2	-0.2	-0.9	0	0.5	-12	-3	2	-0.7
CC(C)Cc1nc2sc3c(SCC(N)=O)ncnc3c2c2c1CCC2
  -0.2	-0.3	-0.5	-0.3	3.0	-5	-0.8	0	369*	1	0.0
CNC(=O)c1sc(-c2ccc(Cl)cc2)nc1C
  -1.1	0.8	-1.2	1.9	5.0	6	1.7	0	-1	-2	7.1
NNC(=O)c1[nH]c2ccc(Cl)cc2c1-c1ccccc1
  0.0	1.0	-0.9	-0.4	-0.7	-3	3.8	-2	-3	-29	2.2
CCN(CC)S(=O)(=O)c1ccc2c(c1)oc(=O)n2CC(=O)N(C)C1CCCCC1
  -1.5	0.8	-1.0	-0.7	0.4	-1	-0.6	3	-3	-10	-0.7
COc1ccc(N2C(=O)N3[C@H](c4cccc(C)c4)[C@@H]4C(=O)N(Cc5ccccc5)C(=O)[C@@H]4[C@]3(Cc3ccccc3)C2=O)cc1
  -2.7	/	-0.9	-0.3	/	3	0.2	-3	-3	1	0.4
Cc1ccc(Sc2cc(C(=O)NCCCN(C)C)c3ccccc3n2)cc1
  -2.2	1.1	-1.0	-0.1	1.6	1	-1.1	-11	-1	-13	-0.2
COCCOC(=O)c1c(C)oc2ccc(OCc3ccccc3)cc12
  -1.3	-0.4	-0.5	0.3	1.6	-4	1.7	-6	1	2	2.5
CC(C)C(C(=O)NCC1CCCO1)N(CC1CCCO1)C(=O)CNS(=O)(=O)c1ccccc1 (stereo not given)
  1.8	-1.3	-0.3	0.1	2.0	-3	-0.3	2	8	-9	0.1
Cc1nnsc1S(=O)c1ccc(F)cc1 (stereo not given)
  0.1	-1.0	-1.1	-0.5	0.8	0	0.9	0	-5	-5	1.2
CCN(CC)S(=O)(=O)c1csc(C(=O)OCC(=O)c2ccccc2)c1
  1.6	-0.1	-1.4	0.8	-0.7	-2	0.3	-23	-1	1	2.1
COc1ccc(CNC(=O)C2CCN(c3cc(C(=O)Nc4cccc(OC)c4)ccn3)CC2)cc1
  0.3	-0.6	-1.4	-0.9	0.6	-2	-3.4	-19	0	-152	-2.6
CCCNC(=O)C(=O)N/N=C/c1cccs1
  2.1	4.1	-0.2	0.6	0.1	0	-2.1	12	3	5	0.9
O=C(c1ccc(CSc2ccccc2)cc1)N1CCN(c2ccccc2)CC1
  -3.8	-0.4	-1.3	-0.6	-0.7	1	-0.2	-1	5	-7	1.6
COc1ccc(C2/C(=C(/O)c3ccc4c(c3)CC(C)O4)C(=O)C(=O)N2CCN2CCOCC2)cc1OC (stereo not given)
  -0.1	1.2	0.0	-1.3	-0.2	-2	-0.6	4	1	-12	0.1
COc1ccc(NC(=O)CSc2nnc(-c3cc(C)[nH]n3)n2N)cc1OC
  1.6	0.8	-0.9	-0.1	0.2	0	0.7	1	2	-4	0.8
CCOc1ccc(C2OCCC(C)O2)cc1OC (stereo not given)
  0.9	-0.4	-1.0	-0.6	2.4	-3	0.6	20*	4	-3	-0.3
Cn1c(SCc2nn[nH]n2)nc2c1c(=O)n(Cc1ccccc1Cl)c(=O)n2C
  -1.6	-0.4	-0.5	0.2	-0.1	1	0.8	1	1	-5	-0.2
COC(=O)c1cc(NC(=O)C2CC2)cc(C(=O)OC)c1
  1.3	0.3	-0.6	-0.5	-0.7	-4	-2.0	-1	3	-1	4.3
Cc1ccc(CC2CC(=O)N(c3cc(C)on3)C2=O)cc1 (stereo not given)
  -1.7	0.9	-1.0	0.6	0.1	-2	-0.9	0	-2	6	-0.1
Cc1ccc(S(=O)(=O)CCC(=O)NCc2ccco2)cc1
  -0.6	0.6	-0.7	-0.4	-1.2	-1	0.3	1	-6	3	-1.9
CCOc1cc(/C=N\NC(=O)OC(C)(C)C)ccc1OC(=O)c1ccco1
  1.1	0.2	-1.6	-0.5	2.4	5	-0.4	-4	-4	3	0.8
Cn1c(-c2sc3cc(C(F)(F)F)cnc3c2-c2ccccc2)n[nH]c1=S
  2.5	-0.6	-1.3	-0.1	0.4	-1	-0.5	3	-6	-80	1.6
c1cc(-c2nnc3sc(C4CCCCC4)nn23)ccn1
  -0.4	-1.8	-0.6	-0.1	-2.8	-2	-2.0	-1	-1	4	2.2
COc1ccccc1NS(=O)(=O)c1cc(NC(=O)Cn2cnc3c2c(=O)n(C)c(=O)n3C)ccc1C
  -2.6	-0.5	-1.2	0.2	1.0	4	-1.4	-1	-3	2	0.3
CN1CCc2c(sc3c2C(=O)NC(c2ccccc2)N3)C1 (stereo not given)
  -1.5	1.3	-0.5	-0.2	0.2	-3	0.2	10	-3	-93	-2.4
Cc1ccc(CNC(=O)[C@]2(C)CCC[C@@]3(C)C4CC[C@@]5(C)C[C@]4(CCC32)CC5=O)cc1 (stereo not given in full)
  -0.1	0.3	-1.4	-0.5	0.2	0	-3.1	-14	-2	1	-2.0
O=c1c2c3c(sc2ncn1/N=C/c1ccc([N+](=O)[O-])o1)CCCC3
  0.2	-1.2	-1.1	-0.7	2.3	1	-0.9	-3	-2	0	-1.5
CCCCOCCCNC(=O)C1c2ccccc2Oc2ccccc21
  2.4	-1.3	-1.6	-0.3	0.7	0	-2.0	-4	0	-2	-1.3
CCN(CC)S(=O)(=O)c1ccc(N2CC(C(=O)NCCc3c[nH]c4ccccc34)CC2=O)cc1 (stereo not given)
  2.1	-0.5	0.2	-2.1	0.8	-2	1.5	-66	0	1	0.4
CC(=O)n1cc(/C=N/NC(=O)c2cccc(O)c2)c2ccccc21
  -3.5	0.5	0.3	0.0	-0.7	2	4.8	-22	4	-23	5.9
CSCc1cc(N2CCOCC2)nc(SCc2ccc(Cl)cc2Cl)n1
  -0.6	-0.3	-1.5	-0.1	6.3	-3	-1.8	-2	-1	-2	-1.7
COc1cc(OC)c(C(=O)OCC(=O)Nc2ccccc2Cl)cc1OC
  -1.1	1.7	-0.9	0.1	0.4	-2	-0.3	-2	-7	-2	0.5
CC(C)CC1Nc2ncnc(N3CCN(c4ccccc4)CC3)c2N(Cc2ccc(Br)cc2)C1=O (stereo not given)
  -0.9	-0.6	-1.2	-0.5	-0.9	0	-0.6	-6	0	-5	-2.0
O=C(/C=C/Nc1ccc(Br)cc1F)c1ccccc1
  -1.0	-1.5	-0.3	2.5	-6.8	3	4.8	-13	-2	-5	2.2
CCC1CCc2sc(C(=O)NCC(c3ccc(OC)cc3)N3CCCC3)cc2C1 (stereo not given)
  -2.2	-0.2	-0.9	2.8	1.2	-2	1.0	-5	-7	-8	3.1

Screening results as filed in PubChem.
